TAAR1 antag – human TAAR1 antagonism. Q96RJ0. 360,000 tested, 1.5% active. CHO RD-HGA16 TAAR1, Fluo-8 calcium fluorescence, antagonist. inhibition, % at 3 µM;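 active = inhibition above a per-plate cutoff, the mean inhibition of test compounds on that plate plus 3 SD, cut at about 49% in these data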;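 also: 0% = DMSO plus EC80 beta-PEA response and 100% = DMSO alone without agonist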
Target sequence (Q96RJ0 whole entry, looked up): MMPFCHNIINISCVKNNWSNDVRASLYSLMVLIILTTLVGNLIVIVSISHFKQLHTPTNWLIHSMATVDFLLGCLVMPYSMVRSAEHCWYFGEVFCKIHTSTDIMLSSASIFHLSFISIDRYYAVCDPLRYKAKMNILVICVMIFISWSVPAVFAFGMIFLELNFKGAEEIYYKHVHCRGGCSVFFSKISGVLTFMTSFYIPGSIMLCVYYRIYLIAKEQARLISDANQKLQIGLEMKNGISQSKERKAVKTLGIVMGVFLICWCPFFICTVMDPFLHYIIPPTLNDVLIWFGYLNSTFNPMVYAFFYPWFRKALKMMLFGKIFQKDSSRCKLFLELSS
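Assay system: RD-HGA16 CHO cells with stable hTAAR1 and Gα16 / Reagent: EC80 β-phenethylamine stimulus / Doses: 3 µM, single point / Timing: dye loading 75 min at 37 °C, then 30 min room temperature / Measured by: Fluo-8 intracellular calcium dye fluorescence, real-time kinetic reads / Controls: vehicle wells and EC80 agonist wells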
TAAR1 agonist – human TAAR1 agonism; activation, % at 3 µM; 360,000 tested, 0.99% active; CHO RD-HGA16 TAAR1, Fluo-8 calcium fluorescence; vehicle wells 0%, saturating PEA agonist 100%; AID 624467;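 active = activation above the mean activation of all test compounds in the run plus 3 SD, cut at about 38% in these data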
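test system = CHO RD-HGA16 cells carrying human TAAR1 plus Gα16 | schedule = 17-24 h seeding, 75 min 37 °C dye, 30 min RT | compound dosing = 3 µM single concentration | control set = DMSO and PEA EC100 | replicates = n 1 | signal = Fluo-8 fluorescence, 5 s baseline then 140 s kinetic read | measure = percent activation vs PEA EC100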
* = called active by the depositor; & = joins results of further samples. These rows are one share of the data; the hit share may differ from the screen's.

`COc1ccc(S(=O)(=O)N2C[C@@H](O)COC[C@@H]3O[C@H](CC(=O)NCCCN4CCOCC4)CC[C@H]32)cc1` gave TAAR1 antag -3 and TAAR1 agonist 1.
O=C1NC[C@H](CCCCN2CCN(CCC3CCCCC3)C(=O)C2=O)N(CC2CCCCC2)C1=O was read as TAAR1 antag -3 and TAAR1 agonist 1.
Screening O=S1(=O)CC(N2CCN(Cc3ccccc3F)CC2)CN1Cc1cn(Cc2cccc(C(F)(F)F)c2)nn1 (stereo not given) returned TAAR1 antag -13 and TAAR1 agonist 5.
`CC(C)[C@@H](C)/C=C/[C@@H](C)[C@H]1CC[C@@H]2[C@]1(C)CCC1[C@]23C=C[C@]2(C[C@@H](O)CC[C@]12C)N(c1ccc(Br)cn1)O3` (stereo not given in full) gave TAAR1 antag -20 and TAAR1 agonist 0.
Screening C=CC(=O)NC1CCCCN(CCC)C1=O (stereo not given) returned TAAR1 antag 2 and TAAR1 agonist 0.
Screening CC(=O)N1CCN(C(C(=O)Nc2c(C)cccc2C)c2ccccc2OC(F)(F)F)CC1 (stereo not given) returned TAAR1 antag -22 and TAAR1 agonist 2.
CC(C)C[C@H]1COc2cccc(F)c2S(=O)(=O)N1 was read as TAAR1 antag -6&-18 and TAAR1 agonist -1&0.
CC(=O)N1CCC(C(=O)N2c3ccccc3N=C(c3ccc4c(c3)OCO4)C2C(=O)Nc2c(C)cccc2C)CC1 (stereo not given) was read as TAAR1 antag 5 and TAAR1 agonist 0.
`Cc1cc2c(cc1C)-n1nnnc1C(N(Cc1ccccc1)Cc1ccccc1)C(=O)N2` (stereo not given) gave TAAR1 antag -22 and TAAR1 agonist 2.
For O=C1NC[C@@H](CCCCN2CCN(CC3CCCCC3)C(=O)C2=O)N(CC2CCCCC2)C1=O the results were TAAR1 antag -3 and TAAR1 agonist 3.
`CCOC(=O)[C@]12CCC=C1N(Cc1ccc3c(c1)OCO3)C(=O)[C@H](CC(=O)NCCCOC)C2` gave TAAR1 antag -1 and TAAR1 agonist 0.
`CCOC(=O)N[C@H](C(=O)N1CCC[C@H]1C(=O)NC1CCCC1)C1CCCCC1` gave TAAR1 antag -5 and TAAR1 agonist 2.
Screening CC(C)CN1C(=O)CSCC1(C)C(=O)Nc1ccc2c(c1)OCCO2 (stereo not given) returned TAAR1 antag -6 and TAAR1 agonist 2.
For Cc1cc2nc(-c3nnnn3C3CCCCC3)c(=O)[nH]c2cc1C the results were TAAR1 antag -5 and TAAR1 agonist 1.
Screening CSc1ccc(Oc2cccc3c2S(=O)(=O)N(C2CC2)C[C@@H](COCc2ccccc2)O3)cc1C returned TAAR1 antag -9 and TAAR1 agonist 3.

2 records picked at random from those above:
CC(C)C[C@H]1COc2cccc(F)c2S(=O)(=O)N1 was read as TAAR1 antag -6&-18 and TAAR1 agonist -1&0.
`CCOC(=O)N[C@H](C(=O)N1CCC[C@H]1C(=O)NC1CCCC1)C1CCCCC1` gave TAAR1 antag -5 and TAAR1 agonist 2.

The list goes on:
For C[C@H]1[C@H](c2ccccc2)Oc2cc(Br)ccc2S(=O)(=O)N1Cc1cccc(F)c1 the results were TAAR1 antag 0 and TAAR1 agonist 2.
Cc1ccc(-c2nc3c4ccccc4ccn3c2Cc2cccc(F)c2)cc1 was read as TAAR1 antag -9 and TAAR1 agonist 3.
`CC(C)C[C@H]1CNC(=O)C(=O)N1C[C@@H]1CCCN1C[C@H](CC(C)C)N1C[C@H](Cc2ccccc2)N(CCc2ccccc2)C(=O)C1=O` gave TAAR1 antag -2 and TAAR1 agonist 0.
O=C1CCCCC(=O)[C@H](OC(=O)c2ccccc2)C[C@H](c2ccccc2)O1 was read as TAAR1 antag -12 and TAAR1 agonist -1.
`Cc1cccc(C)c1-n1nnnc1C1(C)CCC(=O)N1C1CCN(Cc2ccccc2)CC1` (stereo not given) gave TAAR1 antag -11 and TAAR1 agonist 2.
COc1cccc(NC(=O)N(C)C[C@@H]2OCc3cn(nn3)CCCC(=O)N([C@@H](C)CO)C[C@H]2C)c1 was read as TAAR1 antag -3 and TAAR1 agonist 1.
For O=C(C[C@@H]1CC[C@@H]2[C@H](COC[C@H](O)CN2CCC(F)(F)F)O1)NCc1ccc2c(c1)OCO2 the results were TAAR1 antag -5 and TAAR1 agonist 0.
Screening Cc1cc2nc(-c3ccco3)c(Cc3ccccc3C(F)(F)F)n2c(C)c1Br returned TAAR1 antag 14 and TAAR1 agonist 13.
For COC(=O)c1cc2c(c3c4cc(OC)ccc4n(S(=O)(=O)c4ccc(OC)cc4)c13)C(=O)N(Cc1ccco1)C2 the results were TAAR1 antag -30 and TAAR1 agonist 3.
Screening CC1(C)CC(Cc2ccccc2C(F)(F)F)N(C(=O)OC(C)(C)C)C1 (stereo not given) returned TAAR1 antag -16 and TAAR1 agonist 3.
C[C@@H]1ON(C)[C@H]2C[C@H]3c4[nH]c5cccc(-c6ccccc6)c5c4CCN3C[C@@H]12 was read as TAAR1 antag -24 and TAAR1 agonist 2.
Screening C[C@H]1COc2cc(N3CCC[C@@H]3CO)ccc2S(=O)(=O)N1 returned TAAR1 antag 0 and TAAR1 agonist 3.
Screening CCCCCCCCN1C(=O)[C@@H](CC(=O)N2CCN(C(=O)OCC)CC2)C[C@@]2(C(=O)OC)C1=C[C@H](C1CCCC1)O[C@@H]2C returned TAAR1 antag -10 and TAAR1 agonist -2.
Screening CCCCNC(=O)c1nc(-c2ccncc2)oc1-c1ccc(OC(F)(F)F)cc1 returned TAAR1 antag -14 and TAAR1 agonist 6.
Screening CC(=O)NCc1ccc(OCCCN2CCC(C(O)(c3ccccc3)c3ccccc3)CC2)cc1 returned TAAR1 antag -1 and TAAR1 agonist 8.

The closing two records of the part before are carried over, then new ones follow:
Screening CCCCNC(=O)c1nc(-c2ccncc2)oc1-c1ccc(OC(F)(F)F)cc1 returned TAAR1 antag -14 and TAAR1 agonist 6.
Screening CC(=O)NCc1ccc(OCCCN2CCC(C(O)(c3ccccc3)c3ccccc3)CC2)cc1 returned TAAR1 antag -1 and TAAR1 agonist 8.
Screening Brc1ccc(CN2CCCc3nc(-c4ccccc4)ccc32)cc1 returned TAAR1 antag -5 and TAAR1 agonist -1.
For COC(=O)[C@]12C[C@H](CC(=O)NCC34CC5CC(CC(C5)C3)C4)C(=O)N(Cc3ccc4c(c3)OCO4)C1=C[C@H](C(C)(C)C)O[C@@H]2C the results were TAAR1 antag 4 and TAAR1 agonist -1.
Screening CCCCCCCCN1C(=O)[C@@H](CC(=O)NCCc2ccccc2OC)C[C@@]2(C(=O)OC)C1=C[C@H](C(C)(C)C)O[C@@H]2C returned TAAR1 antag 16 and TAAR1 agonist 75*.
`CCCc1nc2c(Cl)cc(C(F)(F)F)cn2c1Cc1ccc(OC)cc1C` gave TAAR1 antag 2 and TAAR1 agonist 0.
O=C1CCCCCCC(=O)[C@H](O)C[C@H](c2ccccc2)O1 was read as TAAR1 antag -24 and TAAR1 agonist 2.
COC(=O)[C@@]1(Cc2ccc(F)cc2)[C@H]2c3cc(C(=O)N(C)C)n(Cc4ccsc4Br)c3C[C@H]2CN1C(=O)c1ccccc1 was read as TAAR1 antag -13 and TAAR1 agonist 1.
`O=C1c2c(-c3ccc(Br)cc3)noc2CCN1Cc1cn(-c2ccc(Cl)cc2)nn1` gave TAAR1 antag -26 and TAAR1 agonist 6.
`O=C(NCc1ccncc1)[C@@H]1CCCN1C(=O)[C@H]1CCCN1C(=O)c1ccccc1` gave TAAR1 antag 2 and TAAR1 agonist 1.
`CCOC(=O)[C@]12CCCC=C1N(Cc1ccccc1)C(=O)[C@H](CC(=O)NCc1ccc(OC)c(OC)c1)C2` gave TAAR1 antag 3 and TAAR1 agonist 1.
For COc1ccc(NC(=O)C2c3ccccc3OCC(=O)N2Cc2ccco2)cc1 (stereo not given) the results were TAAR1 antag 23 and TAAR1 agonist 0.
For COC(=O)[C@@]12C[C@@H](CC(=O)NCc3cccc4ccccc34)C(=O)N(Cc3ccco3)C1=CCC(C)(C)C2 the results were TAAR1 antag -30 and TAAR1 agonist -1.
Screening COC(=O)[C@@]1(C(C)C)N=C(c2cc(OC)c(OC)c(OC)c2)[C@]2(O1)C(=O)Nc1ccccc12 returned TAAR1 antag -8 and TAAR1 agonist 4.
`O=C(Nc1ccc2ccccc2c1)OC1CCS(=O)(=O)C1` (stereo not given) gave TAAR1 antag -8 and TAAR1 agonist 5.
`CCOC(=O)[C@]12CCC=C1N(Cc1ccco1)C(=O)[C@H](CC(=O)N1CCN(C(=O)c3ccco3)CC1)C2` gave TAAR1 antag -13 and TAAR1 agonist 0.
CC(C)CCCCCCCCc1cccc(O)c1C(=O)O was read as TAAR1 antag 98* and TAAR1 agonist 130*.

Some of these compounds in order of molecular weight, largest number first:
`CCOC(=O)[C@]12CCC=C1N(Cc1ccco1)C(=O)[C@H](CC(=O)N1CCN(C(=O)c3ccco3)CC1)C2` gave TAAR1 antag -13 and TAAR1 agonist 0.
CC(C)CCCCCCCCc1cccc(O)c1C(=O)O was read as TAAR1 antag 98* and TAAR1 agonist 130*.
CC(C)C[C@H]1COc2cccc(F)c2S(=O)(=O)N1 was read as TAAR1 antag -6&-18 and TAAR1 agonist -1&0.

Going on with the list.
`COC1=CC(=O)OC(c2cccc(OC)c2)C1` (stereo not given) gave TAAR1 antag -18 and TAAR1 agonist 0.
Screening O=C(C(=O)N1CCN(S(=O)(=O)c2ccccc2)CC1)c1cccc(C(F)(F)F)c1 returned TAAR1 antag -6 and TAAR1 agonist 1.
COCc1cc(N2CCNC[C@H]2C)ccc1N1CCN(Cc2ccccc2)[C@H](C)C1 was read as TAAR1 antag -12 and TAAR1 agonist 4.
Screening COC(=O)C[C@@H]1CC[C@H](NC(=O)c2cnccn2)[C@@H](CO)O1 returned TAAR1 antag 11 and TAAR1 agonist 1.
`O=C1CCCCC(=O)[C@H](O)C[C@H](c2ccccc2)O1` gave TAAR1 antag -4 and TAAR1 agonist 1.
CCOC(=O)[C@]12CCC=C1N(Cc1ccccc1)C(=O)[C@H](CC(=O)NCc1cccc3ccccc13)C2 was read as TAAR1 antag 21 and TAAR1 agonist 0.
`CC1CCCCN1S(=O)(=O)c1cc2c(=O)nc3ccccn3c2cc1Cl` (stereo not given) gave TAAR1 antag 0 and TAAR1 agonist 1.
Screening CC(C)[C@@H]1O[C@H](CCc2ccccc2)CC2=C1C(=O)OC(C)(C)O2 returned TAAR1 antag 7 and TAAR1 agonist 2.
`CCOC(=O)[C@]12CCCC=C1N(CCc1ccc(OC)c(OC)c1)C(=O)[C@H](CC(=O)N1CCSCC1)C2` gave TAAR1 antag -35 and TAAR1 agonist 2.
`C[C@@H]1ON(C)[C@H]2C[C@H]3c4cc(Nc5ccccc5)ccc4CCN3C[C@@H]12` gave TAAR1 antag -29 and TAAR1 agonist 0.
O=C(Nc1ccc2c(c1)OCCO2)C1c2ccccc2OCC(=O)N1Cc1ccccc1 (stereo not given) was read as TAAR1 antag -17 and TAAR1 agonist 4.
For Cn1cc(CC(=O)Nc2ccc(Nc3cccnc3)cc2)c2ccccc21 the results were TAAR1 antag 5 and TAAR1 agonist 5.
Screening C=CCCC1CN(Cc2ccc(OC)cc2)S(=O)(=O)c2c(Oc3cc(C)c(C)c(C)c3)cccc2O1 (stereo not given) returned TAAR1 antag -7 and TAAR1 agonist 0.
COc1ccc(CCNC(=O)c2ccc(CSc3ccc(Cl)cc3)o2)cc1OC was read as TAAR1 antag 66* and TAAR1 agonist 5.
`CC1=C(C(=O)N2CCCCCC2)CC(CC(=O)NCCCN(C)C)C(=O)N1Cc1ccc(F)cc1` (stereo not given) gave TAAR1 antag 0 and TAAR1 agonist 1.
`COc1cccc(OC)c1C(=O)NCCNc1nc2cc(C)cc(C)c2cc1C#N` gave TAAR1 antag -7 and TAAR1 agonist -2.
Screening O=C(C[C@@H]1CC[C@@H]2[C@H](COC[C@H](O)CN2C(=O)Nc2ccc(F)cc2)O1)NCCc1ccncc1 returned TAAR1 antag -20 and TAAR1 agonist 2.
For Nc1[nH]c(C(=O)c2ccccc2)c(-c2ccc(Cl)cc2Cl)c1C(=O)NCCc1c[nH]c2ccccc12 the results were TAAR1 antag 9 and TAAR1 agonist 6.
For O=S(c1cc(Cl)cc(Cl)c1O)c1cc(Cl)cc(Cl)c1O the results were TAAR1 antag -7 and TAAR1 agonist 0.
For COC(=O)C1=C(C)N(Cc2cccc(C(F)(F)F)c2)C(=NCc2ccc(OC)cc2)NC1c1cccc(F)c1 (stereo not given) the results were TAAR1 antag 55* and TAAR1 agonist 43*.
CCOC(=O)[C@@H]1CSCCS(=O)(=O)N1C(=O)[C@H](Cc1ccccc1)NC(=O)OC(C)(C)C was read as TAAR1 antag 7 and TAAR1 agonist 1.
C[C@@H]1CN([C@H](C)CO)C(=O)CCCn2nncc2CO[C@@H]1CN(C)C(=O)Nc1ccccc1 was read as TAAR1 antag 7 and TAAR1 agonist 1.
`O=C(N[C@H](C(=O)N1CCC[C@H]1C(=O)NCCc1ccccc1Cl)C1CCCCC1)C1CC1` gave TAAR1 antag 34 and TAAR1 agonist 46*.
Screening Cc1oc(-c2ccc(F)cc2)cc1-c1nn2c(-c3ccco3)nnc2s1 returned TAAR1 antag -10 and TAAR1 agonist 5.
COc1cccc(-c2cc(C(=O)Nc3ccc4c(c3)OCCO4)c3ccccc3n2)c1 was read as TAAR1 antag 26 and TAAR1 agonist 7.

Screening results: PubChem BioAssay, The Scripps Research Institute Molecular Screening Center
